# Bioassay records deposited in PubChem BioAssay by several laboratories.
# IL1B cytotox: HUVEC cytotoxicity counter-screen, IL-1B stimulated. HUVEC cell count loss, Hoechst imaging. cell count reduction, % at 2 µM. actives 0.41% (n = 94,000);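 active means cell count reduction more than 3 SD above the screen-wide mean, cut at about 70% in these data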;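 further: normalized per plate to untreated control cells as the no-loss baseline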
# VCAM1 TNFa inh: reduces TNF alpha induced VCAM1 expression in HUVEC; HUVEC TNFa-induced VCAM-1 immunofluorescence, high-content imaging; inhibition, % at 2 µM; actives 0.48% (n = 95,000);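 active means inhibition above the batch mean plus 3 SD, with images confirmed as a hit by eye, cut at about 37% in these data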;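 further: 0% = TNF-stimulated DMSO wells and 100% = unstimulated control wells; not every result past the cut was called active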
# CYP2C19 act: increases human CYP2C19 enzyme activity; P33261; recombinant CYP2C19, luciferin-H EGE luminescence; hits give high values; 0 = fully inhibited enzyme, 1 = untreated enzyme; activation factor at 5 µM; 96,000 tested, under 10 active;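 active means activation factor of at least 2 at 5 µM in the primary screen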;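 further: 0 = wells with 2.5 mM tranylcypromine and 1 = vehicle-only wells; values of inactives mirror those of a sister screen read the other way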
# Target sequence (P33261 whole entry, looked up): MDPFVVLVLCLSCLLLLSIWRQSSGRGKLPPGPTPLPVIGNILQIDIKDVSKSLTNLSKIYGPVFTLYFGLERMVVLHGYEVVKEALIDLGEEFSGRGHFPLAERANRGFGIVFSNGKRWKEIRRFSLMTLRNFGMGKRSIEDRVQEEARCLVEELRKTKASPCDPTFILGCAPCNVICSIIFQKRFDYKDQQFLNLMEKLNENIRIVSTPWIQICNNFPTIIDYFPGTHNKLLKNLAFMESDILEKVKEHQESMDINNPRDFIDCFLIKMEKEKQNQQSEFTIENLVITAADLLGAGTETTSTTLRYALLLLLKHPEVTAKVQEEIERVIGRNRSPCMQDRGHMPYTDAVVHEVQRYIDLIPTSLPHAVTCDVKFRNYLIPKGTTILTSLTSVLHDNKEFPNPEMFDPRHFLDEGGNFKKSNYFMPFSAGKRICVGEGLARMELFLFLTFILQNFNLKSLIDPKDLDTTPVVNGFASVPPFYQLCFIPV
# CYP2C9 inh: blocks human cytochrome P450 2C9; P11712; CYP2C9 Supersomes, luciferin-H conversion, luminescence; inhibition, % at 5 µM; actives 20% (n = 96,000); AID 777;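 active means blocking of liver enzyme CYP2C9 beyond about 50% at 5 µM, limit read from the data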; further: values of inactives mirror those of a sister screen read the other way
# Target sequence (P11712 whole entry, looked up): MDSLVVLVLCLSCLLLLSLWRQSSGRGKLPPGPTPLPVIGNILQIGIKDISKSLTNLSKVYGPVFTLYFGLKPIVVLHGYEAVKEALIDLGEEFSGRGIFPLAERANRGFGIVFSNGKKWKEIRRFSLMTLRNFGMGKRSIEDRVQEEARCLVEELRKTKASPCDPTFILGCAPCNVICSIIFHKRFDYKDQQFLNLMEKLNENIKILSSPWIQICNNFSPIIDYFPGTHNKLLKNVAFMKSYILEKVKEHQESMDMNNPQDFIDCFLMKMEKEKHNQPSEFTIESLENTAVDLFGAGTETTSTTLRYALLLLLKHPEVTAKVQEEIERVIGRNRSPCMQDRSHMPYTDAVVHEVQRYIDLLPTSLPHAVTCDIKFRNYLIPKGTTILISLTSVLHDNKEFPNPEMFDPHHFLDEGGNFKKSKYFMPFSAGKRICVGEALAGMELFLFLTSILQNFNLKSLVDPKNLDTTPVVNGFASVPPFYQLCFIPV
# CYP2C19 inhib: human CYP2C19 inhibition; P33261; CYP2C19 Supersomes, luciferin-H EGE luminescence, 30 min; inhibition, % at 5 µM; actives 21% (n = 96,000); AID 778;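 active means CYP2C19 inhibition above a set limit at 5 µM in the primary screen, cut at about 50% in these data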;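 further: plate controls were negative control wells for no effect and 2.5 mM tranylcypromine positive control for full effect; values of inactives mirror those of a sister screen read the other way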
# TNFa cytotox: HUVEC cytotoxicity counter-screen, TNF alpha stimulated | HUVEC TNFalpha-stimulated, Hoechst cell count, imaging | cell count reduction, % at 2 µM | actives 0.17% (n = 93,000);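 active means cell count reduction exceeding the screen mean by over 5 SD, scaled to untreated wells per plate, cut at about 78% in these data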;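 further: cells counted after 24 h of TNF alpha exposure following the 1 h pretreatment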
# DAT uptake mod: changed human dopamine transporter uptake under cocaine IC80 | Q01959 | LLC-PK1 hDAT cells, [14C]-dopamine uptake with cocaine IC80; actives deviate in either direction | B-score at 10 µM | actives 1.3% (n = 110,000);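 active means Z score or B-score, a plate-position-corrected score, falls beyond the plate's 99.7% confidence bounds, in either direction; inactive means both scores lie inside the 99.7% bounds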;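 further: scored against the spread of the other compound wells on the same plate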
# CYP2C9 activ: CYP2C9 (human) activation | P11712 | recombinant CYP2C9, luciferin-H conversion, luminescence; hits give high values; factor 1 = untreated enzyme, 0 = blocked | activation factor at 5 µM | actives 1.4% (n = 96,000) | AID 1024;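 active means activation factor of 2 or more for CYP2C9 at a 5 µM dose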;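 further: 0 = sulfaphenazole-blocked wells and 1 = vehicle-only wells; values of inactives mirror those of a sister screen read the other way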
# Calb biofilm kill: kills Candida albicans biofilms; actives 0.14% (n = 85,000); C. albicans biofilm + clotrimazole, Alamar Blue; AID 834; inhibition, % at 6 µM;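 active means inhibition above 20%; inactive means inhibition below 20%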;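 further: preformed 24 hr biofilms exposed to compound for 48 hr; 0% = biofilm without compound and 100% = blank killed by clotrimazole plus chlorhexidine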
# Numbers without * were called inactive; x = not tested or not shown. Compounds as they come, and some 29% of all compounds hit somewhere here.
# Order of results: IL1B cytotox	VCAM1 TNFa inh	TNFa cytotox	CYP2C9 inh	DAT uptake mod	CYP2C19 act	CYP2C19 inhib	CYP2C9 activ	Calb biofilm kill
CN1C(=O)c2ccccc2N(C)C1c1ccc2c(c1)OCO2 (stereo unspecified)
    8	1	-20	69*	0.74	0.2	81*	0.3	5
COc1ccc(-c2cc(C(=O)N3CCOCC3)c3cc(C)ccc3n2)cc1
    8	3	-27	59*	1.5	0.7	33	0.4	-1
Cc1cc(C)n2[nH]c(=O)c(N=Nc3cccc(Cl)c3)c2n1
    10	-9	-19	-21	1.3	1.1	-14	1.2	x
O=C1c2ccc(Oc3ccc4c(c3)C(=O)N(CCCCO)C4=O)cc2C(=O)N1CCCCO
    -16	-17	0	86*	0.89	0.2	84*	0.1	8
CN(C)c1ccc(/C=N\NC(=S)SCN2C(=O)C3CCC(C)(C2=O)C3(C)C)cc1 (stereo unspecified)
    5	9	-15	x	0.24	x	x	x	9
CCCCCOc1ccc(Br)cc1/C(C)=N/NC1=NCCN1
    14	48	51	x	x	x	x	x	-3
COc1ccc(Cc2nnc(NC(=O)c3ccc(Cl)c([N+](=O)[O-])c3)s2)cc1
    -27	6	-16	4	-0.21	1	4	1	x
CCC1CCC2(CC1)NNC(=S)NN2
    22	13	-17	19	-0.55	0.7	33	0.8	x
Nn1c(SCC(=O)N2CCCc3ccccc32)nnc1-c1ccccc1
    7	13	-31	-3	-0.034	0.8	23	1	9
Cc1ccc(CN(C(=O)Cn2nnc3ccccc32)C(C(=O)NCc2ccco2)c2ccc(C)o2)cc1 (stereo unspecified)
    22	0	-20	x	-0.93	x	x	x	1
COc1cccc(N(CC(=O)NCCSc2ccc(Cl)cc2)S(C)(=O)=O)c1
    -136	8	-21	16	-0.83	0.9	14	0.8	2
CCCOC(=O)c1ccc(Nc2nc(C)cc(=O)[nH]2)cc1
    x	19	9	2	2.4	1.1	-9	1	5
CC(c1ccccn1)N(CCN(C)C)C(=S)Nc1cccc(F)c1 (stereo unspecified)
    x	3	-25	-8	-0.59	1	1	1.1	5
CN(CC(=O)NCc1ccco1)S(=O)(=O)c1ccc2c(c1)n(C)c(=O)c(=O)n2C
    x	x	x	2	0.31	1.1	-10	1	1
CC(=O)c1c(C)[nH]c(C(=O)Nc2ccc3c(c2)OCCO3)c1C
    -47	3	0	-23	-1.3	0.9	5	1.2	4
COc1ccccc1NC(=O)Cc1cccs1
    4	7	-1	-42	0.021	0.6	37	1.4	8
CCOC(=O)c1oc2ccccc2c1CN1CCOCC1
    6	-6	-9	1	-0.13	0.9	13	1	1
O=C1c2ccccc2C(Nc2ccc3c(c2)OCO3)N1Cc1ccc2c(c1)OCO2 (stereo unspecified)
    -42	16	-3	97*	-0.031	0.1	88*	0	11
CCOC(=O)n1c(=O)n(Cc2ccc(Cl)cc2Cl)c2ccccc21
    -1	-8	-10	19	0.34	0.4	63*	0.8	x
COc1ccc(C2Nc3ccccc3C(=O)N2c2ccccc2)cc1COc1ccccn1 (stereo unspecified)
    4	-32	-48	59*	1.8	0.7	30	0.4	x
O=C(CSc1nnc(-c2cccc(S(=O)(=O)N3CCCCC3)c2)o1)NCCC1=CCCCC1
    x	x	x	36	-0.055	0.9	13	0.6	0
CCN(CC)S(=O)(=O)c1ccc(NC2CCCc3ccccc32)nc1 (stereo unspecified)
    -14	-8	-17	x	-0.92	x	x	x	4
COc1ccc(CN=CC2=C(O)CNC2=O)cc1OC
    13	13	-9	-17	0.19	1.2	-15	1.2	0
CCOC(=O)C(C)n1nc(C)c2sc3ccccc3c2c1=O (stereo unspecified)
    1	13	-5	x	-0.45	x	x	x	4
Cc1cc2nc3c(nc2cc1C)C1(C(=O)N(C)C)CCC3(C)C1(C)C (stereo unspecified)
    -1	14	-18	4	0.21	0.9	6	1	9
CCS(=O)(=O)c1ccc(O)c(NC(=O)Nc2ccccc2)c1
    -3	-10	1	19	-0.8	1	4	0.8	7
CC(=O)Nc1cccc(NC(=O)c2oc3ccccc3c2C)c1
    x	x	x	-58	-0.0056	0.5	53*	1.6	-5
CCOC(=O)C1=C(C)NC(=O)NC1c1ccc2c(c1)OCCO2 (stereo unspecified)
    16	-14	-12	22	-0.36	0.8	25	0.8	-4
CCN(CC)C(=O)Oc1ccc2c(=O)c(-c3ccc(OC)cc3)c(C)oc2c1
    -73	29	-15	23	3.2*	0.8	19	0.8	0
CC(C)C[C@@H](N)c1nnc(SCC(=O)c2ccc(Cl)cc2)o1
    9	-1	10	50	0.18	0.1	90*	0.5	6
CCOC(=O)N1CCN(CC(O)COCCC23CC4CC(CC(C4)C2)C3)CC1 (stereo unspecified)
    4	12	-10	4	0.0038	0.8	22	1	2
Clc1ccccc1CN(Cc1ccccc1)C(c1cccs1)c1nnnn1C1CCCC1 (stereo unspecified)
    8	13	-17	19	-0.83	0.9	10	0.8	2
Cc1nn(-c2ccccc2)c2sc(C(=O)OCC(=O)N3CCCCC3)cc12
    x	x	x	-5	-0.12	1	-2	1	6
c1ccc(-n2ncc3c2ncn2nnnc32)cc1
    -4	2	5	10	0.25	0.8	21	0.9	3
COc1ccc(-c2nnn(CC(=O)N(CC(=O)NC3CCCC3)c3cccc(C)c3)n2)cc1OC
    -12	15	-1	42	2.8*	0.6	36	0.6	-3
Cn1c(CNc2ccccc2)cc(=O)n(C)c1=O
    -2	-8	-18	2	-1.2	0.9	9	1	10
c1ccc(-c2ccccc2-n2cnnn2)cc1
    x	x	x	18	-0.27	0.6	43	0.8	8
CCOC(=O)/C(C(N)=NCc1ccco1)=C(/O)c1ccccc1
    -20	10	8	40	0.1	0.5	55*	0.6	6
Cc1ccc(NC(=O)Nc2ccc3oc(C)nc3c2)cc1
    21	20	18	9	-1.2	1	3	0.9	-3
Oc1c(Br)cc(C2N=C(c3ccccc3Cl)NO2)cc1Br (stereo unspecified)
    -1	22	0	24	-1.5	0.7	26	0.8	6
Cc1c(C(=O)NCc2ccccc2Cl)oc2c1C(=O)CCC2
    2	-8	4	19	-0.27	0.8	15	0.8	-3
COCCNC(=O)C1CCC(Cn2c(=S)[nH]c3ccccc3c2=O)CC1 (stereo unspecified)
    32	-1	12	61*	-7.6*	0.5	53*	0.4	0
Cc1ccnc(N2CCN(c3c4c(c(C#N)c5nc6ccccc6n35)CCC4)CC2)c1
    34	4	-8	x	x	x	x	x	0
CCCN(CCC(=O)Nc1ccccc1F)CC1CC1
    -13	6	-10	-20	0.6	0.9	11	1.2	4
O=C(CSCc1ccccc1Cl)NNC(=O)c1ccccc1
    -1	3	-5	-2	-0.37	0.6	40	1	x
COc1ccc(CCNc2nnc(Sc3nnnn3-c3ccccc3)s2)cc1OC
    -15	87*	36	8	1.8	0.3	73*	0.9	1
CN1CCN(CC(=O)N(Cc2c(C#N)c3ccccc3n2C)c2ccccc2)CC1
    -4	11	-37	15	0.57	0.8	20	0.8	10
O=C(NCCN1CCNCC1)c1ccccn1
    x	x	x	18	0.2	0.5	48	0.8	-2
O=C(CCn1cnc2ccccc2c1=O)Nc1ccc(S(=O)(=O)N2CCCCC2)cc1
    -25	-9	8	20	0.55	1.1	-9	0.8	1
O=C(NCCCN1CCN(c2ccccc2F)CC1)C1CCN(S(=O)(=O)N2CCOCC2)CC1
    -3	-25	2	8	-0.23	1	3	0.9	1
CSc1ccccc1NC(=O)COc1ccc(S(=O)(=O)N2CCCC2)cc1
    8	16	-7	80*	-0.62	0.9	14	0.2	6
Cc1ccc(N2C(=O)c3ccccc3C2=O)cc1Cl
    -19	-19	-33	1	0.95	0.9	14	1	2
c1ccc(-c2nn3c(C4CCCCC4)nnc3s2)cc1
    -180	-8	-4	38	0.042	0.8	21	0.6	10
CN(C)c1ccc(-c2nnn(CC(=O)N3c4ccccc4CCc4ccccc43)n2)cc1
    30	-3	-8	77*	0.89	0.3	71*	0.2	6
C/C(=N\NC(=O)c1csc2ccccc12)c1ccc(O)cc1
    21	5	-33	-175	0.63	0.2	84*	2.8*	x
COc1cccc(/C=N/NC(=O)c2ccc(-c3ccccc3)cc2)c1O
    -10	6	-14	4	1	1	-4	1	x
Cc1c(NC(=O)/C=C/C(=O)O)cccc1[N+](=O)[O-]
    -52	3	-2	-3	0.46	0.7	26	1	x
Cc1ccccc1NC(=O)Cn1cccc1
    1	1	-21	-3	0.86	1	0	1	3
CCOc1ccc(NC(=O)CCNS(=O)(=O)c2ccc3c(c2)c(=O)n(C)c(=O)n3C)cc1
    -1	-14	-5	30	0.29	1	2	0.7	-4
Nc1nnc(SCCOc2ccc(Br)cc2)s1
    2	-2	9	19	-0.32	0.2	82*	0.8	7

# Further compounds follow.
# Order of results: IL1B cytotox	VCAM1 TNFa inh	TNFa cytotox	CYP2C9 inh	DAT uptake mod	CYP2C19 act	CYP2C19 inhib	CYP2C9 activ	Calb biofilm kill
CCCCN1C(=O)C(O)=C(C(C)=O)C1c1ccccc1 (stereo unspecified)
    -3	-2	-46	3	-0.51	1.1	-10	1	4
COc1ccc(Nc2nnc(C)c(=O)[nH]2)cc1
    -5	14	10	7	-0.33	0.9	11	0.9	x
CN(C)S(=O)(=O)Oc1ccsc1C(=O)Nc1cccc(Cl)c1Cl
    -14	8	0	72*	1.7	0.2	84*	0.3	x
COc1cccc(C2CC(=O)Nc3c2c(=O)n(C)c(=O)n3C)c1OC (stereo unspecified)
    x	x	x	-1	0.39	1.1	-6	1	5
CC(=O)Oc1cc2c(C(=O)NCCN3CCOCC3)c(C)oc2c2ccccc12
    -20	6	-13	25	0.16	0.7	34	0.8	3
CCOc1ccc(N(CC(=O)NC2CCCC2)S(=O)(=O)c2c(C)noc2C)cc1
    -5	18	-22	42	0.38	0.5	46	0.6	7
C=CCN1C(=O)/C(=N/n2cnnc2)c2ccccc21
    28	27	-21	2	0.23	0.9	7	1	3
COc1cc(C(=O)O)ccc1OC(C)=O
    1	11	-11	12	0.33	0.9	12	0.9	10
CCCCOc1ccc(/C=C/C(=O)NCCc2nc3ccccc3[nH]2)cc1
    5	-12	4	34	0.18	0.7	32	0.7	x
N#CCSc1nnc(COc2cccc3ccccc23)n1-c1cccc(Cl)c1
    -67	-4	-15	-14	x	1.1	-5	1.1	x
CCN(CC)S(=O)(=O)c1ccc(-c2nnc(SCc3nnc(-c4ccc(C)cc4)o3)o2)cc1
    -26	14	-21	-6	0.19	1	-3	1.1	7
CC1=C(C(=O)N2CCc3ccccc32)C2(CCC(C)CC2)OC1=O (stereo unspecified)
    11	53	72	30	-0.31	0.7	30	0.7	-4
N=c1sccn1CC(=O)Nc1cccc2ccccc12
    1	9	-30	14	-1.2	1	4	0.9	2
O=C(CSc1ncccn1)c1ccccc1Br
    -7	-6	-24	1	-0.15	0.7	29	1	6
CC(=O)c1cnn(-c2cc(Oc3cccc(C)c3)ncn2)c1C
    5	-8	-4	47	0.35	0.5	49	0.5	x
CCOc1ccc(CCNC(=O)C2CCN(c3nnc(-n4cccc4)s3)CC2)cc1
    -10	7	-22	18	0.94	1.1	-9	0.8	8
Cc1ccccc1NC(=S)NNC(=O)c1csc2c1CCC(C)C2 (stereo unspecified)
    -5	15	-11	66*	0.22	0	98*	0.3	x
